Screening results from PubChem.
Hsp70 inhibitors: Hsp70 inhibitors, probe displacement, primary screen, biochemical, fluorescence polarization (AID 583). displacement, % at 20 µM; hits with a dose series show IC50 in µM. hit rate 0.06% among 140,000. Hsp70 fluorescence polarization probe displacement, mP; higher % means a stronger effect; in the data active = displacement above about 50%;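 also: plate controls were vehicle for no effect and reference ligand for full effect; a part of the inactive calls stands beside numbers as strong as those of hits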
MKP-3 inhibition: MKP-3 phosphatase inhibitors, primary screen, biochemical, rat enzyme, in vitro (AID 425); Dual specificity protein phosphatase 6 (Rattus norvegicus); recombinant MKP-3 phosphatase activity, fluorescence; higher % means a stronger effect; inhibition, % at 20 µM, or IC50 in µM where a hit was titrated; hit rate 0.17% among 110,000; in the data active = inhibition above about 50%;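 also: plate controls were vehicle for no effect and reference inhibitor for full effect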
* marks the source's active call; other numbers are inactive results; . = not tested or not shown; & = joins results of further samples. The list is partial; count on the stated rates, not on these rows.

SMILES | Hsp70 inhibitors | MKP-3 inhibition
O=C(C1=C(O)C(=O)N(CCN2CCOCC2)C1c1ccccc1)c1cccs1 (centres undefined) | -2.0% | -2%
COc1ccc(C(=O)CC(c2ccccc2)S(=O)(=O)c2ccccc2)cc1 (centres undefined) | -1.7% | 5%
CC(C)CCNC(=O)CN(Cc1ccc2c(c1)OCO2)C(=O)CCC(=O)Nc1ccccn1 | -3.2% | -12%
Cc1ccccc1NC(=O)Cn1c(=O)n(C)c2ccccc21 | 3.7% | -17%
CCNC(=S)NNc1nc(N2CCCCC2)nc(N2CCOCC2)n1 | 0.0% | 3%
Cc1ccc(-c2nc3ccccc3o2)cc1NC(=O)/C=C/c1cccc([N+](=O)[O-])c1 | -3.3% | 2%
COc1ccc(/C=C/C(=O)NC(=S)Nc2ccccc2O)cc1 | 1.6% | -7%
CC12CC3CC(C)(C1)CC(C(=O)Nc1cc(Cl)ccc1Cl)(C3)C2 | -2.7% | -6%
CCCCCCCOC(=O)c1ccc(OC(=O)c2cccnc2)cc1 | 3.1% | .
CCOc1ccc(OCC)c(NC(=O)CNS(=O)(=O)c2cccs2)c1 | 0.2% | -2%
CC1(C)CC(C)(c2ccc(O)cc2O)N(c2ccc3ccccc3c2)C(=S)N1 (centres undefined) | 0.1% | .
CC1CCN(S(=O)(=O)c2ccc(S(=O)(=O)NCc3ccccc3)cc2)CC1 | 0.8% | .
CCc1cc(=O)oc2cc(OCC(=O)N3CCc4ccccc43)ccc12 | 6.5% | -4%
CCc1ccccc1NC(=O)c1c(NC(=O)c2ccco2)sc2c1CCC2 | -1.7% | 1%
CCOC(=O)C1CCN(C(=O)CSCCSCC(=O)N2CCC(C(=O)OCC)CC2)CC1 | -0.9% | 5%

No new results follow: entries from further up.
SMILES | Hsp70 inhibitors | MKP-3 inhibition
O=C(C1=C(O)C(=O)N(CCN2CCOCC2)C1c1ccccc1)c1cccs1 (centres undefined) | -2.0% | -2%
COc1ccc(C(=O)CC(c2ccccc2)S(=O)(=O)c2ccccc2)cc1 (centres undefined) | -1.7% | 5%
CC(C)CCNC(=O)CN(Cc1ccc2c(c1)OCO2)C(=O)CCC(=O)Nc1ccccn1 | -3.2% | -12%
Cc1ccccc1NC(=O)Cn1c(=O)n(C)c2ccccc21 | 3.7% | -17%

Returning to the listing; the 5 compounds before the break are reprinted first.
SMILES | Hsp70 inhibitors | MKP-3 inhibition
CC1(C)CC(C)(c2ccc(O)cc2O)N(c2ccc3ccccc3c2)C(=S)N1 (centres undefined) | 0.1% | .
CC1CCN(S(=O)(=O)c2ccc(S(=O)(=O)NCc3ccccc3)cc2)CC1 | 0.8% | .
CCc1cc(=O)oc2cc(OCC(=O)N3CCc4ccccc43)ccc12 | 6.5% | -4%
CCc1ccccc1NC(=O)c1c(NC(=O)c2ccco2)sc2c1CCC2 | -1.7% | 1%
CCOC(=O)C1CCN(C(=O)CSCCSCC(=O)N2CCC(C(=O)OCC)CC2)CC1 | -0.9% | 5%
Cc1ccc(S(=O)(=O)Nc2cccc(-c3cn4ccsc4n3)c2)cc1 | 3.9% | -6%
CC(=O)N1CCN(c2ccc(NC(=O)c3ccccc3)cc2)CC1 | 0.1% | -2%
COc1ccc(CN=Cc2c(C(F)(F)F)[nH][nH]c2=O)cc1 | 12% | .
CCOC(=O)c1c(C)c(C(=O)Nc2ccccc2)c(C)n1CC | 12% | 7%
O=C1CC(C(=O)N(CC2CCCO2)C(C(=O)NC2CCCCC2)c2ccncc2)CS1 (centres undefined) | 3.8% | -7%
CCCCN(CC)Cc1ccc(CNC(=O)Nc2ccc(OCC)cc2)o1 | 0.2% | .
COC(=O)C1=C(C)NC(C)=C(C(=O)OC)C1c1ccc2ccccc2n1 | 3.9% | .
Cc1n[nH]c(C)c1CCCCCOc1ccc(Cl)cc1 | -2.8% | 2%
CCCCNc1oc(-c2ccc(OC)cc2)nc1S(=O)(=O)c1ccccc1 | -4.5% | .
CCn1c(SCC(=O)c2ccccc2)nnc1-c1cnccn1 | 3.3% | 3%
COc1ccc(NC(=O)c2cccc3c2-c2ccc(I)cc2C3)cc1 | -1.3% | 0%
Cc1ccc(Cl)cc1N(Cc1ccc(C(=O)NN=C2CCN(C)CC2)cc1)S(=O)(=O)c1ccccc1 | -0.2% | 3%
c1cncc(C2Nc3ccccc3-c3nc4ccccc4n32)c1 (centres undefined) | . | -1%
CCC(C)(C)n1nnnc1C(c1cc2cc3c(cc2[nH]c1=O)OCO3)N1CCN(C)CC1 (centres undefined) | 2.7% | -14%
O=C(NCc1ccccn1)c1cc(-c2ccccc2Cl)on1 | -1.3% | .
O=C(NCc1ccco1)C12CC3CC(C1)CC(C(=O)NCc1ccco1)(C3)C2 | 1.4% | -3%
CCC(C)NC(=O)C(=O)NCCc1ccccc1 (centres undefined) | -9.1% | 0%
Cc1cccc2sc(NC(=O)CN(C)S(=O)(=O)c3cccs3)nc12 | -3.2% | -7%
CCc1ccccc1N(CC(=O)Nc1ccccc1C(=O)OC)S(C)(=O)=O | 2.9% | 1%
COC(=O)c1ccc(COC(=O)CCc2nc(-c3ccccc3)c(-c3ccccc3)o2)cc1 | -0.9% | .
COc1ccc(N2CCN(C(=O)Cn3c(=O)[nH]c4ccsc4c3=O)CC2)cc1 | -5.7% | 3%
CCOC(=O)c1ccccc1NC(=O)c1ccc(CN2CCc3ccccc3C2)cc1 | 0.7% | 2%
O=c1nc(N2CCOCC2)ccn1Cc1ccc(Br)cc1 | 2.5% | -1%
CN(C)c1ccc(-c2n(C)c3ccccc3[n+]2C)cc1 | -9.1% | .
N/C(Cc1ccc(Cl)cc1Cl)=N\OC(=O)COc1ccccc1 | 4.6% | -1%
Cc1ccc(CNC(=O)Cc2ccc(Br)cc2)cc1 | -2.7% | 2%
O=C(O)c1c(Cl)c(C(=O)O)c(C(=O)O)c(Cl)c1C(=O)O | 8.5% | -1%
Cc1nc2c(ccc3nc(NC(=O)c4ccc5c(c4)OCCO5)sc32)s1 | -6.1% | -13%
COc1ccccc1-n1c(C)cc(C=O)c1C | 2.7% | .
c1ccc(-c2noc(-c3ccncc3)n2)nc1 | 5.5% | -1%
O=C1Nc2cc(Cl)c(Cl)cc2N(O)N1c1ccccc1 | 2.7% | .
N#C/C(=C\c1ccc(-c2cccc(C(F)(F)F)c2)o1)C(=O)O | 2.9% | 1%
Cc1cc(Cl)c(OCCN2CCOCC2)c(Cl)c1 | -0.2% | 0%
Cc1ccc2cc(C#N)c(N3CCCN(S(=O)(=O)c4ccccc4)CC3)nc2c1 | -8.5% | -6%
O=C(O)c1cc(S(=O)(=O)N2CCOCC2)c(Sc2ccccn2)cc1Sc1ccccn1 | 3.8% | -11%
Cc1ccc2ncnc(NCCc3ccccc3)c2c1 | -1.4% | 0%
COc1cccc(/C=N/N2CCN(Cc3ccc(Cl)cc3)CC2)c1 | -3.1% | 0%
NS(=O)(=O)c1ccc(CCNC(=O)NC2CCCCC2)cc1 | 4.7% | 2%
COc1ccc(N2C(=O)c3ccc(OCCOc4ccc5c(c4)C(=O)N(c4ccc(OC)cc4)C5=O)cc3C2=O)cc1 | -3.4% | -4%
Cc1cc(OCC(=O)Nc2cccnc2)ccc1Cl | -9.7% | 5%
CCOC(=O)CSc1nc2c([nH]c3ccccc32)c(=O)n1C | -2.9% | -2%
N#Cc1ccccc1NC1=CC(=O)CCC1 | 3.1% | -1%
COc1ccc(C(=O)c2ccc(OC)cc2O)c(O)c1 | -2.2% | -6%
O=C(OCC(O)CNC12CC3CC(CC(C3)C1)C2)C12CC3CC(CC(C3)C1)C2 (centres undefined) | -0.2% | 3%
CCOc1ccc2nc(SCC(=O)NC3CCS(=O)(=O)C3)[nH]c2c1 (centres undefined) | -4.3% | 2%
CCc1cc(=O)oc2cc(C)c(CN3CCCCC3)c(O)c12 | -3.3% | -7%
CCC(=O)Nc1ccc2c(c1)C(=O)N(C1CCCCC1)C2=O | 0.5% | -4%
O=[n+]1cc(-c2cccc3ccccc23)n([O-])c2c1CCC2 | 4.0% | .
O=C(Nc1ccc(-c2nc3ccccc3o2)c(O)c1)c1cc2ccccc2oc1=O | 4.1% | 3%
FC(F)(F)c1cccc(NC(=S)NCCc2ccccc2)c1 | 0.9% | 3%
Cc1cc(C)c2oc(-c3cccc(NC(=S)NC(=O)c4ccco4)c3)nc2c1 | -2.5% | 3%
Cn1nnnc1SCC(=O)N1CCOCC1 | 3.9% | .
CCOc1cc(OCC)cc(C(=O)Nc2cc(Cl)cc(Cl)c2)c1 | 3.8% | -3%
CC(C)(C)c1ccc2[nH]c3c(c2c1)CCC/C3=N\O | -2.5% | 0%
CC(C)NC(=O)CSc1nc2ccccc2n1CC(=O)N1CCc2ccccc21 | -4.7% | 2%
C=CCNC(=O)CN(c1ccc(OC)cc1OC)S(C)(=O)=O | 1.6%&-0.3% | 1%
O=C(NN1C(=O)/C(=C/c2ccccc2)SC1=S)c1cccnc1 | -0.1% | 1%
Cc1cccc(C)c1NC(=O)CSc1nnc(Cn2nnc(-c3ccccc3)n2)n1-c1ccccc1 | 6.8% | 0%
COc1ccccc1N1CCN(C(=O)Cc2cccs2)CC1 | 1.4% | -2%
C/C(=N/Oc1nc(C)cc(C)n1)c1ccc(Br)cc1 | 9.2% | .
Other entries
SMILES | Hsp70 inhibitors | MKP-3 inhibition
CC(NC(=O)CSc1nc2sc3c(c2c(=O)n1-c1ccccc1)CCCC3)c1ccccc1 (centres undefined) | 2.1%&0.1% | -3%
Cc1ccc(OCC(=O)Nc2cc([N+](=O)[O-])ccc2C)c(C(C)(C)C)c1 | -2.7% | 2%
COc1cccc(OC)c1OCCCCOc1c(OC)cccc1OC | 3.2% | -5%
O=C(c1ccccc1)c1ccc(N2CCCC2)c(F)c1 | -0.9% | 4%
CCOCCc1c(O)nc(SCC(=O)NCc2ccco2)[nH]c1=O | 0.4% | -13%
CC(C)CCOc1ccc(CN=C(N)N=C(N)N)cc1Cl | -0.5% | 9%
COc1ccc(CCNC(=O)CN2CCC(C(N)=O)CC2)cc1 | -0.8% | -3%
Cc1cc(C(=O)Cn2cncn2)c(C)n1CCc1ccc(F)cc1 | -5.5% | 0%
COc1ccccc1-c1ccc(Nc2ccc(C(=O)N3CCOCC3)cc2)nn1 | 2.9% | .
Cc1cc2c(cc1C)CN(c1ccc(C=Nc3ccc(Cl)cc3)cc1)C2 | -3.2% | 1%
CN1C(=O)N(C)C(NC(=O)NC(C)(C)C)C1NC(=O)NC(C)(C)C (centres undefined) | -5.9% | -1%
CCOc1ccc(/C=C2/SC(NC(C)=O)=NC2=O)cc1 | -22% | 5%
O=C(Nc1cccc(Cl)c1)c1cccc(NC(=O)c2ccc(Cl)cc2Cl)c1 | 2.2% | 2%
COc1ccc(CN(CC(=O)NC2CCCC2)C(=O)c2onc(C(N)=O)c2N)cc1 | -2.8% | -1%
COc1ccc(/C=N/n2c(C)nnc2C)cc1 | 7.5% | 2%

Compounds from the list above that contain a CF3 group (3):
SMILES | Hsp70 inhibitors | MKP-3 inhibition
COc1ccc(CN=Cc2c(C(F)(F)F)[nH][nH]c2=O)cc1 | 12% | .
N#C/C(=C\c1ccc(-c2cccc(C(F)(F)F)c2)o1)C(=O)O | 2.9% | 1%
FC(F)(F)c1cccc(NC(=S)NCCc2ccccc2)c1 | 0.9% | 3%

Remaining list, next part.
SMILES | Hsp70 inhibitors | MKP-3 inhibition
CCC(=O)N1CCCc2cc(S(=O)(=O)N3CCN(c4ncccn4)CC3)ccc21 | -1.6% | -13%
COC(=O)c1cc(OC)c(OC)cc1NC(=O)CSc1nnc(-c2cccnc2)n1C | 8.5% | -4%
O=C(CCCC(=O)NCC1CCCO1)NCC1CCCO1 (centres undefined) | 8.3% | -5%
Nc1cc(-c2cccc(Br)c2)nn1Cc1ccccc1 | 0.8% | 5%
Cc1csc(NC(=O)CSc2nc3ccccc3s2)n1 | -5.8% | .
CCNC(=O)CN(CCc1ccccc1)S(C)(=O)=O | -4.4% | -2%
CCC(=O)Nc1cccc(NC(=O)CSc2nnnn2Cc2ccccc2)c1 | -1.3% | -4%
CCCCOC(=O)c1ccc(NC(=O)c2ccccc2OC)cc1 | -1.0% | 2%
O=C(COc1ccc(CO)cc1Cl)Nc1ccc(F)cc1 | 2.0% | .
Cc1oc2c(cc(NS(=O)(=O)c3cccs3)c3ccccc32)c1C(=O)OC(C)C | -1.1% | .
O=C1c2cccc3cccc(c23)C(=O)N1c1nc(-c2ccccc2)cs1 | 1.3% | 1%
Cc1ccc(N2C(=O)CC(N(C)Cc3ccccc3)C2=O)c(C)c1 (centres undefined) | -0.5% | 0%
O=C(c1ccco1)N1CCN=C1SCc1ccccc1Cl | 7.2% | -3%
NC(Cc1ccc(Oc2ccc(O)cc2)cc1)C(=O)O (centres undefined) | 5.5% | 1%
COc1ccccc1C(=O)Nc1nnc(-c2ccc3c(c2)CCCC3)o1 | 5.6% | -7%
O=C(c1ccc(F)cc1)c1ccc(N2CCOCC2)cc1 | 2.9% | 0%
Cc1ccc(/C=C/C(=O)N2CCN(c3ccccc3)CC2)o1 | 3.0% | 0%
O=C1C(=O)N(c2nc3ccccc3s2)C(c2ccccc2Cl)/C1=C(/O)c1ccccc1 (centres undefined) | -8.8% | -2%
Cc1ccc(S(=O)(=O)N2CCN(C(=O)c3ccccc3)CC2)cc1 | -4.2% | .
CCOC(=O)c1ccc(NS(=O)(=O)c2cc(C)ccc2OC)cc1 | -3.8% | -9%
Cc1ccccc1-n1nc2c(c1NC(=O)c1c(-c3ccccc3Cl)noc1C)CS(=O)(=O)C2 | 2.3% | -1%
O=C(Nc1ccccc1C(=O)O)c1cccc(N2C(=O)c3ccccc3C2=O)c1 | -2.8% | 4%
COc1ccc2nc(SCC(=O)Nc3c(C)cccc3C)[nH]c2c1 | -2.5% | .
COc1cccc(CNC(=O)c2cnc(-c3ccccn3)nc2C(F)(F)F)c1 | 4.0% | .
NS(=O)(=O)c1ccc(NC(=O)C2CCCO2)cc1 (centres undefined) | 4.7% | .
O=C(CCCCn1c(=O)[nH]c2ccccc2c1=O)NC1CCN(Cc2ccccc2)CC1 | 3.1% | -2%
O=C(CSc1nnc(-c2ccc(Cl)s2)o1)N1CCCc2ccccc21 | 1.1% | -5%
